FAK blocker = FAK (human) kinase inhibition; biochemical FAK kinase activity assay; inhibition, %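 (tested at 7 µM)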; 0.84% of 97,000 active; AID 727; in the data active = inhibition above about 19%;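 note: 0% = DMSO and 100% = reference compound high control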
Target sequence (Q05397 whole entry, looked up): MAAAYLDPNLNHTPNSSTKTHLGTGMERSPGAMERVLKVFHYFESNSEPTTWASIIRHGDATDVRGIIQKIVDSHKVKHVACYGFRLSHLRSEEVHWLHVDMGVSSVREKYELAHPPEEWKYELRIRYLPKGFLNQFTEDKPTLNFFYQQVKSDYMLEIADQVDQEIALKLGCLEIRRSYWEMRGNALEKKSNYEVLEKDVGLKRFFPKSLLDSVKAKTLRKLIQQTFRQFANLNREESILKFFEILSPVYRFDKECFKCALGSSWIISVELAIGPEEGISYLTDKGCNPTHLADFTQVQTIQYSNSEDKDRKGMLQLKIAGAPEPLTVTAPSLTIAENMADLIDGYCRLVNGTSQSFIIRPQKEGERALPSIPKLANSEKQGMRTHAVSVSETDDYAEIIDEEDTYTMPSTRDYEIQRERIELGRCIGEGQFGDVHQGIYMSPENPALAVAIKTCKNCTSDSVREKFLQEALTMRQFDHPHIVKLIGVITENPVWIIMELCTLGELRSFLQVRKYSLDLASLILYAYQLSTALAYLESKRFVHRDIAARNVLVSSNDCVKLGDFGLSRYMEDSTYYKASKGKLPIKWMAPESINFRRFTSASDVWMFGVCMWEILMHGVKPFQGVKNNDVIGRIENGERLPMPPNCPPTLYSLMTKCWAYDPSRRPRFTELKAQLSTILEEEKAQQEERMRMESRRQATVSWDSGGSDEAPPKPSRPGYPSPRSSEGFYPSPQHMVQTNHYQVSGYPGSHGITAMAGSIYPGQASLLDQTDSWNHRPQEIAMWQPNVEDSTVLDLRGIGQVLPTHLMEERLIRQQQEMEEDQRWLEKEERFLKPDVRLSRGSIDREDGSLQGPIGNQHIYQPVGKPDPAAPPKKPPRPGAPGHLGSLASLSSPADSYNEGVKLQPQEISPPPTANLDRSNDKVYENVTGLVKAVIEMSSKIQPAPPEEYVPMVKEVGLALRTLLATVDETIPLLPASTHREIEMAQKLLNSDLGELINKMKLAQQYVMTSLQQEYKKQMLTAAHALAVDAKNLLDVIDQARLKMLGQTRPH
EphB4 antag = antagonists of human EphB4-ephrin-B2 interaction; P54760; EphB4 LBD / TNYL-RAW-Alexa532 peptide, fluorescence polarization; inhibition, % at 7 µM; 0.15% of 97,000 active; AID 720;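 active = inhibition above the screen-wide mean inhibition plus 3 SD, cut at about 15% in these data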;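 note: 0% = DMSO wells and 100% = excess unlabeled TNYL-RAW peptide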
PLK1 PBD inh = blocks phosphopeptide binding to human Plk1 polo box domain; P53350; 0.13% of 97,000 active; Plk1 PBD phosphopeptide binding, fluorescence polarization; inhibition, %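 (tested at about 20 µM)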; AID 693; in the data active = inhibition above about 34%, passing the limit was not always enough
PLK1 inh = blocks human PLK1 kinase activity | P53350 | recombinant PLK1 kinase, TR-FRET peptide phosphorylation | inhibition, % at 10 µM | 0.53% of 97,000 active | AID 619;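 active = inhibition of 50% or more in the single-concentration screen; inactive = inhibition below 50%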;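 note: 0% = DMSO max control and 100% = H-89 dihydrochloride min control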
PTPN22 act = increases human PTPN22 phosphatase activity; 0.11% of 96,000 active; activation, % at 2 µM; Q9Y2R2; recombinant LYP, DiFMUP fluorescence; 0 = plate median, 100 = signal doubled;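 active = activation at 2 µM above a set limit, the mean plus 5 SD, cut at about 37% in these data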
Pyk2 oligo antag = blocks oligomerization of human Pyk2 in cells. AID 1347419. Q293 cells, Pyk2 FERM NanoBiT luminescence; active compounds read low. z-score (the deposit names both 25 µM and 10 µM). 0.83% of 99,000 active;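 active = Z-score of -3 or lower, scaled per plate to the spread of control and sample wells; inactive = z-score above -3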;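 note: negative z-score means lost luminescence so less FERM oligomerization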
PTPN22 inh 2 = inhibitors of human LYP (PTPN22) phosphatase. recombinant LYP catalytic domain, DiFMUP fluorescence. inhibition, % at 2 µM. 0.21% of 96,000 active. Q9Y2R2;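 active = inhibition at 2 µM at or above a set limit, the screen mean plus 3 SD, cut at about 24% in these data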;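 note: 0% = DMSO with enzyme and 100% = enzyme fully blocked by orthovanadate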
HIV Rev-RRE inh = inhibitors of HIV-1 Rev-RRE RNA interaction. P05866. Rev peptide-RRE RNA binding, FRET. inhibition, % at 8 µM. 0.79% of 97,000 active;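 active = inhibition above the screen-wide mean plus 3 SD, cut at about 35% in these data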;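 note: 0% = median DMSO wells and 100% = median Neomycin B control wells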
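Test system: Cy5-tagged RRE RNA duplex with fluorescein-tagged Rev peptide; Probe or stimulus: labelled Rev peptide; Schedule: 5 min preincubation and 15 min binding, 25 °C; Signal: FRET fluorescence readout; Evaluation: % inhibition from 671/540 nm acceptor-to-donor ratio, scaled between controls; Control set: DMSO and neomycin B.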
F-actin modifier = cytoskeleton assembly modification; HUVEC TNFa F-actin phalloidin imaging, high content; inhibition, % at 2 µM; 0.18% of 91,000 active;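 active = inhibition above the batch mean plus 3 SD and confirmed as a hit by visual image inspection, cut at about 30% in these data, passing the limit was not always enough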; note: strong numbers were not always called active
An asterisk follows results filed as active; · = not tested or not shown. Rows are unselected; 3.5% or so of the library scored in one or more.

SMILES	FAK blocker	EphB4 antag	PLK1 PBD inh	PLK1 inh	PTPN22 act	Pyk2 oligo antag	PTPN22 inh 2	HIV Rev-RRE inh	F-actin modifier
CCOc1ccc(OCC)c(NC(=O)C2CCCN(S(=O)(=O)c3cnc[nH]3)C2)c1 (stereo not given)	-2	5	-16	-1	5	·	-8	5	3
COCc1nnc(NC(=O)CCCCCN2C(=O)c3ccccc3C2=O)s1	-7	-5	4	-11	-11	-0.28	15	6	2
CC(C)CNCC(=O)N1c2ccccc2Sc2ccccc21	-6	2	1	-3	-3	0.97	8	2	41
CCOc1ccccc1NC(=S)NCc1ccco1	0	3	7	-3	-6	-0.21	8	5	0
Cc1nnc(NC(=O)C2CCCN(S(=O)(=O)c3ccccc3C(F)(F)F)C2)s1 (stereo not given)	1	-12	-1	-7	-3	0.48	3	9	15
Cc1ccc(OCc2nc(C#N)c(NCCCn3ccnc3)o2)cc1	0	2	0	-5	-11	-0.55	11	5	2
CCC(C)NC(=O)c1cn(-c2cccc(C)n2)cn1 (stereo not given)	-4	4	31	-7	5	0.59	-2	7	0
COc1ccccc1C(OC(=O)c1cccs1)C(=O)NCC1CCCO1 (stereo not given)	-1	1	3	-5	13	-0.14	-8	2	23
COc1ccc2[nH]c(=O)c(CN(C(=O)C3CCCO3)c3ccc(C)cc3)cc2c1 (stereo not given)	1	-6	-15	-6	-12	-0.23	12	7	69
S=C(Nc1ccccc1Cl)Nc1ccc(Cl)cc1Cl	0	3	-9	-1	-9	1.6	13	3	-11
O=C(NC1CCCc2ccccc21)C1CCN(S(=O)(=O)c2cccc3nonc23)CC1 (stereo not given)	0	0	-11	-6	-2	1.8	4	13	4
Cn1c(=O)c2c(nc(NCc3ccc4c(c3)OCO4)n2Cc2ccc(F)cc2)n(C)c1=O	1	0	-21	4	-15	-2.9	14	11	-5

Sorted by value in Pyk2 oligo antag (lowest first): four from the list above
SMILES	FAK blocker	EphB4 antag	PLK1 PBD inh	PLK1 inh	PTPN22 act	Pyk2 oligo antag	PTPN22 inh 2	HIV Rev-RRE inh	F-actin modifier
Cc1ccc(OCc2nc(C#N)c(NCCCn3ccnc3)o2)cc1	0	2	0	-5	-11	-0.55	11	5	2
COCc1nnc(NC(=O)CCCCCN2C(=O)c3ccccc3C2=O)s1	-7	-5	4	-11	-11	-0.28	15	6	2
S=C(Nc1ccccc1Cl)Nc1ccc(Cl)cc1Cl	0	3	-9	-1	-9	1.6	13	3	-11
O=C(NC1CCCc2ccccc21)C1CCN(S(=O)(=O)c2cccc3nonc23)CC1 (stereo not given)	0	0	-11	-6	-2	1.8	4	13	4

The listing continues.
SMILES	FAK blocker	EphB4 antag	PLK1 PBD inh	PLK1 inh	PTPN22 act	Pyk2 oligo antag	PTPN22 inh 2	HIV Rev-RRE inh	F-actin modifier
O=C1CC(N2CCN(Cc3ccccc3)CC2)C(=O)N1c1ccccc1 (stereo not given)	-7	-4	12	-3	4	0.76	-6	-1	8
COc1ccccc1N1CCN(CC(O)COc2c(OC)cccc2OC)CC1 (stereo not given)	-2	2	1	-4	3	0.37	-5	14	11
CCC(C)NC(=O)c1csc2c1CCCCC2 (stereo not given)	0	3	2	-10	5	-0.03	-4	3	-17
CN(C)C(=O)CCc1nc(-c2ccc(C(C)(C)C)cc2)no1	5	1	3	0	7	0.3	-9	5	-6
Cc1cccc(Oc2cc(NC(=O)c3ccccc3)cc([N+](=O)[O-])c2)c1	-6	1	6	-13	-10	-2.2	14	19	20
CCCn1nc(C(=O)N2CCc3ccccc3C2)c2ccccc2c1=O	1	-3	-7	-7	-9	0.15	13	4	16
CC(C)(C)c1[nH]nc2c1C(c1cccnc1)C(C#N)=C(N)O2 (stereo not given)	2	2	8	-6	7	0.83	-10	6	33
O=C(CSc1nc2ccccc2n1CC(=O)N1CCOCC1)N1CCCC1	0	-5	3	-9	27	1.9	-24	3	-6
CCC(C)c1ccccc1NC(=S)Nc1cccnc1 (stereo not given)	3	2	8	-8	-3	0.93	7	0	22
COc1ccc(CC(=O)Nc2cc(C)on2)cc1	-2	1	-12	-6	14	1.6	-11	3	5
Cc1ccc(N2CC(C(=O)Nc3ccccc3C(=O)NC3CCCCC3)CC2=O)cc1 (stereo not given)	-5	5	4	-11	-9	0.26	6	1	19
CCCC12CN3CC(C)(CN(C1)C3c1ccc(OC)cc1)C2=O (stereo not given)	-1	-3	34	-7	-15	0.45	14	-2	-6
CCCn1c(SCC(=O)NC)nnc1C(C)C	0	-4	10	-2	2	-0.17	-4	5	26
CC(C)(C)c1cc(C(=O)O)nn1-c1ccccc1	-5	7	0	-11	-4	0.34	2	3	-11
COc1ccc2[nH]c(=O)c(C(c3nnnn3C3CCCC3)N(C)C3CCCCC3)cc2c1 (stereo not given)	4	-2	6	10	2	0.86	-2	26	13
CN(Cc1ccccc1)Cc1c(F)cccc1F	1	-3	-9	-17	15	0.22	-15	0	10
COc1ccccc1OCC(=O)NN1Cc2ccccc2C1=N	-2	1	-5	-10	-3	-0.47	1	8	4
CCOc1ccccc1NC(=O)c1cccc2c1C(=O)N(CCOC)C2	0	-10	-10	-7	9	·	-13	0	6
COc1cccc(NC(=O)CN2CCN(c3ccccc3F)CC2)c1	-1	-3	2	-16	-8	0.35	7	2	4
COC(=O)c1ccc(NC(=O)CNC(=O)C2CCCCC2)cc1	-5	-7	6	-5	11	1.4	-12	-3	-5
CCOP(=O)(OCC)c1nc(/C=C/c2ccccc2)oc1NCc1ccc(OC)cc1	1	-1	-8	-19	-1	-0.66	-2	3	8
CCOC(=O)C1CCCN(Cc2ccccc2Cl)C1 (stereo not given)	-2	-6	-8	-4	3	1.1	-1	4	-5
O=C(Nc1ccccc1)Nc1ccc2snnc2c1	1	4	4	0	-7	-1.2	6	5	-1
O=C(c1ccco1)N1CCN(C2=NS(=O)(=O)c3ccccc32)CC1	-3	-3	-7	-4	8	1.3	-5	2	23

One compound at a time, from the list above. Order of screens: FAK blocker, EphB4 antag, PLK1 PBD inh, PLK1 inh, PTPN22 act, Pyk2 oligo antag, PTPN22 inh 2, HIV Rev-RRE inh, F-actin modifier
CCCn1c(SCC(=O)NC)nnc1C(C)C across the screens: 0, -4, 10, -2, 2, -0.17, -4, 5, 26
CCOC(=O)C1CCCN(Cc2ccccc2Cl)C1 (stereo not given) across the screens: -2, -6, -8, -4, 3, 1.1, -1, 4, -5
CCOP(=O)(OCC)c1nc(/C=C/c2ccccc2)oc1NCc1ccc(OC)cc1 across the screens: 1, -1, -8, -19, -1, -0.66, -2, 3, 8
CCOc1ccccc1NC(=O)c1cccc2c1C(=O)N(CCOC)C2 across the screens: 0, -10, -10, -7, 9, ·, -13, 0, 6

The list goes on.
SMILES	FAK blocker	EphB4 antag	PLK1 PBD inh	PLK1 inh	PTPN22 act	Pyk2 oligo antag	PTPN22 inh 2	HIV Rev-RRE inh	F-actin modifier
CCCCC(NC(=O)c1ccccc1)C(=O)OCC(=O)N1c2ccccc2Sc2ccccc21 (stereo not given)	1	-1	-13	-10	4	-0.9	-1	4	-2
CCOC(=O)N1CCN(C(=O)c2ccc(Cl)c(S(=O)(=O)Nc3ccccc3)c2)CC1	-1	-4	-20	-4	13	0.28	-10	-2	10
NC(=O)c1cc(Cl)cn(-c2ccccc2)c1=O	-4	2	2	-20	-10	·	8	5	16
O=C(NCc1ccccc1)c1onc(CSc2ccc(F)cc2)c1C(=O)NCCCN1CCOCC1	-7	-2	-7	-8	4	·	-1	8	26
CSc1ccccc1NS(=O)(=O)c1ccccc1	1	0	-4	-9	4	0.57	-8	3	-8
O=C(Nc1cccc(F)c1)NC1CC2CCCC(C1)N2C1CC1 (stereo not given)	7	9	12	-15	-5	0.08	3	8	3
O=C(Nc1nn[nH]n1)C12CC3CC(CC(C3)C1)C2	-2	5	-8	-7	-8	1.5	8	13	-2
CCc1ccc(NC(=O)CCS(=O)(=O)c2cccc3nsnc23)cc1	0	-1	1	5	0	0.12	1	1	·
Cc1cccc2c1N(CC(=O)OC(C)C)C(=O)C2=O	0	0	8	-10	-11	·	10	6	5
N#Cc1c(NC(=O)Cn2cnc3ccccc3c2=O)oc(-c2ccccc2)c1-c1ccccc1	-4	1	16	-12	-16	-1.8	12	0	8
CNC(=O)c1nnn(Cc2ccccc2)c1NC(=O)C(F)(F)F	-4	-8	6	-7	0	1.1	-1	-1	·
Cc1nn(-c2ccccc2)c2[nH]c(C(F)(F)F)cc(=O)c12	-3	-1	31	-9	-11	-1.2	9	9	-1
CC(C)NC(=O)NC(=O)COC(=O)C1CCCN1C(=O)c1cccs1 (stereo not given)	-3	-4	-1	-6	8	0.7	-11	3	18
CCc1c(C(=O)O)[nH]c2ccc(Br)cc12	-10	-1	4	-15	-5	0.33	3	4	19
O=C(NCc1cccnc1)c1ccc(COc2cccc3ccccc23)o1	2	7	13	-4	4	0.4	-1	4	13
COC(=O)c1c(=O)n(O)c2ccc(OC)cc2[n+]1[O-]	-2	9	-13	-8	-8	0.94	6	41*	-21
C=CCn1c(N)c(S(=O)(=O)c2cccs2)c2nc3ccccc3nc21	0	-1	19	-10	-8	0.31	7	6	-7
Nc1nc(-c2ccccc2)cc(C(F)(F)F)n1	0	0	21	-12	7	1.7	-6	6	-6
COc1cccc(-c2cn3nc(C)c(C)nc3n2)c1	3	0	-19	-9	9	0.2	-10	40*	-1
COc1ccccc1-c1nnc2sc(COc3ccc(Cl)cc3Cl)nn12	1	2	-15	0	-6	-2.5	5	-1	12
COc1ccc(-c2cc(C(=O)N3CCOCC3)no2)cc1OC	-9	-4	-43	-3	11	0.67	-15	0	-29
CC(=O)NCCc1nc2ccccc2n1Cc1ccc(C)cc1	-4	-2	15	-11	-4	·	0	-2	18
CCNC(=O)C1CCCN1S(=O)(=O)c1ccc(C)cc1 (stereo not given)	-3	-7	15	-9	-4	0.85	5	6	-15
COc1ccc(-c2cc(C(=O)Nc3ccccc3SC)no2)cc1OC	-2	-8	28	-7	-4	0.89	1	-4	-38
NC1=NC(c2ccc(F)cc2)n2c(nc3ccccc32)N1 (stereo not given)	-1	1	-29	2	-8	0.23	7	5	-11
Cc1cc(C(=O)CSc2nc3ccc(Cl)cc3[nH]2)c(C)n1CC1CCCO1 (stereo not given)	0	4	-13	-1	-2	-0.01	4	2	-26
CCn1c(=O)cc(SCC(=O)N2CCOCC2)c2ccccc21	-3	-6	-23	-15	0	0.56	-2	5	7
